Screening results (PubChem BioAssay)
yeast bub3 – NCI yeast anticancer drug screen, S. cerevisiae bub3 mutant strain. growth inhibition, % at 50 µM. 78,000 tested, 9.9% active. AID 167;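 also: 0% = growth of vehicle-only cultures of the same strain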
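Part of a panel of yeast mutants defective in DNA damage repair or cell cycle regulation. Each strain is grown with compound, and inhibition is calculated relative to solvent-treated cultures.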
yeast mec2-1 – NCI yeast anticancer drug screen, S. cerevisiae mec2-1 strain; % growth inhibition at 50 µM; 79,000 tested, 9% active; AID 157;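 also: 0% = growth of vehicle-only cultures of the same strain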
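Each compound was tested on mec2-1 yeast, a strain altered in DNA damage repair or cell cycle control. Growth inhibition is reported relative to vehicle.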
cln2 rad14 – NCI yeast anticancer drug screen, S. cerevisiae cln2 rad14 strain; % growth inhibition at 50 µM; AID 165; 78,000 tested, 8.3% active;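 also: 0% = growth of vehicle-only cultures of the same strain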
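Growth inhibition, relative to vehicle-treated controls, is the read-out. The test organism is a yeast strain with defined genetic alterations, cln2 rad14.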
sgs1 mgt1 – NCI yeast anticancer drug screen, S. cerevisiae sgs1 mgt1 strain. growth inhibition, % at 50 µM. 78,000 tested, 10% active;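 also: 0% = growth of vehicle-only cultures of the same strain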
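Test agents were incubated with a DNA-repair-mutant yeast strain. Growth was then read and compared against vehicle-treated controls.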
yeast mlh1 rad18 – NCI yeast anticancer drug screen, S. cerevisiae mlh1 rad18 strain. % growth inhibition at 50 µM. 79,000 tested, 11% active. AID 175;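 also: 0% = growth of vehicle-only cultures of the same strain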
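Cells of a genetically altered yeast strain, deficient in DNA damage repair, were treated with compound. Their growth was then compared with that of vehicle-treated cultures to give inhibition.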
rad50 – NCI yeast anticancer drug screen, S. cerevisiae rad50 strain; AID 155; growth inhibition, % at 50 µM; 79,000 tested, 10% active;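 also: 0% = growth of vehicle-only cultures of the same strain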
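Relative growth inhibition (compound vs vehicle) was measured in yeast with a defined repair-gene alteration.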
Active calls of the source: *. Rule as the data show it: active = growth inhibition above about 70%; inactive = the rest. Rows are unselected. Share with any hit: about 14%.

SMILES	yeast bub3	yeast mec2-1	cln2 rad14	sgs1 mgt1	yeast mlh1 rad18	rad50
Nc1nc2nc3c(nc2c(=O)[nH]1)CN(c1ccc(C(=O)O)cc1)C3=O	15	6	-7	-5	11	19
CCOC(=O)CCOc1ccccc1	-1	9	4	8	23	8
O=C(O)c1ccc(F)cc1F	-4	-16	-33	11	3	6
COc1c(Cl)c(Cl)c([N+](=O)[O-])c(Cl)c1Cl	38	30	8	36	33	40
Cn1c2cc(=O)ccc-2cc2c(=O)[nH]c(=O)[nH]c21	-1	0	-33	-4	4	16
Cc1cccc(C)c1NC(=O)C(=O)CC(=O)/C=C/c1ccccc1	-23	-20	3	-31	-29	-14
CC(=O)OC/C=C1/CC[C@H]2[C@@H]3CCC4=CC(=O)CC[C@]4(C)[C@H]3[C@@H](O)C[C@]12C	13	-4	-31	9	27	26
CC(C)(C)CNC(=S)Nc1ccccc1	-2	3	4	3	10	3
CN=C1CC2CCCC1C2 (stereo not drawn)	-8	1	-6	-6	-15	-16
CCCCCCCSCCO	-20	5	3	3	-1	24
COC1CCC(=O)N1CN(C(C)=O)c1ccc(C)cc1 (stereo not drawn)	4	9	28	-25	-28	10
CC(C)=NOC(CCOC(=O)c1ccccc1)COC(=O)c1ccccc1 (stereo not drawn)	-12	0	-10	-1	8	-14
C=C(Br)CNC(=O)Nc1ccccc1	9	4	11	6	-18	-3
CCOC(=O)c1cnc(=S)[nH]c1N	-3	-8	8	-19	-43	40
CCOP(=O)(c1ccccc1)C(C)C (stereo not drawn)	-1	0	-40	-2	0	-8
O=c1ccn(Cc2cccc(Oc3ccccc3)c2)c(=O)[nH]1	26	16	-17	48	29	-7
COc1ccc(N2NC(c3ccccc3)(c3ccccc3)C(C)C2=O)cc1 (stereo not drawn)	51	17	5	40	40	48
O=c1cc(-c2ccccc2F)[nH]c2ccc(N3CCCC3)cc12	22	6	1	26	24	14
COc1ccccc1NC(=O)C1=C(C)NC(C)=C(C(=O)Nc2ccccc2OC)C1c1ccccc1[N+](=O)[O-]	66	69	12	61	48	68
CSC1=Nc2ccccc2N=C(c2ccc(Cl)cc2)C1	40	-6	17	20	-5	34

Of the compounds above, five contain a halogen.
SMILES	yeast bub3	yeast mec2-1	cln2 rad14	sgs1 mgt1	yeast mlh1 rad18	rad50
O=C(O)c1ccc(F)cc1F	-4	-16	-33	11	3	6
COc1c(Cl)c(Cl)c([N+](=O)[O-])c(Cl)c1Cl	38	30	8	36	33	40
C=C(Br)CNC(=O)Nc1ccccc1	9	4	11	6	-18	-3
O=c1cc(-c2ccccc2F)[nH]c2ccc(N3CCCC3)cc12	22	6	1	26	24	14
CSC1=Nc2ccccc2N=C(c2ccc(Cl)cc2)C1	40	-6	17	20	-5	34

Next section:
SMILES	yeast bub3	yeast mec2-1	cln2 rad14	sgs1 mgt1	yeast mlh1 rad18	rad50
Nc1c(-c2ncc[nH]2)[nH]c2cc(-c3ncc[nH]3)ccc12	7	9	-3	4	-1	-5
CC(O)C(C)(C)S(=O)(=O)CCCc1ccccc1 (stereo not drawn)	-10	-10	-11	-14	-37	-22
Cc1ccc2nc(=O)c3cccnc3n2c1	24	31	5	30	13	26
CCCC(NC(=O)C(Cc1ccccc1)NC(=O)OCc1ccccc1)C(=O)O (stereo not drawn)	-3	-7	-45	-14	11	-1
O=S(=O)(O)c1cc(N=Nc2cc(S(=O)(=O)O)c3cccnc3c2O)ccc1/C=C/c1ccc(N=Nc2cc(S(=O)(=O)O)c3cccnc3c2O)cc1S(=O)(=O)O.[Na+].[Zn+2]	-44	-9	-76	-10	-87	-15
COc1ccccc1/C=C/c1ccnc2ccccc12	85*	90*	65	88*	92*	73*
O=C(O)c1ccccc1/C=C1\Cc2ccc3c(c2C1=O)CCCC3	82*	83*	86*	81*	80*	82*
NC(CCCCn1nnc2c(=O)[nH]cnc21)C(=O)O (stereo not drawn)	7	-26	-37	6	-16	-12
CCOc1ccc(-n2c(=O)c(N=Nc3ccccc3OC)c(O)n(-c3ccc(C)cc3)c2=S)cc1	1	-11	-14	21	21	30
CS/C(=N\S(=O)(=O)c1ccccc1)NNC(=O)c1c(-c2c(Cl)cccc2Cl)noc1C	0	-2	25	-11	32	2
CN1C(c2ccco2)NC(=O)C12CCN(Cc1ccccc1)CC2 (stereo not drawn)	17	7	10	15	16	25
COc1cc(/C=C/C(NC(C)=O)c2cccc(O)c(=O)c2)cc(OC)c1OC (stereo not drawn)	40	31	15	48	38	20
COC(=O)C(=O)C(C(=O)C=C(C)C)C(=O)C(=O)Nc1cccc(C(C)=O)c1 (stereo not drawn)	-13	-8	16	-15	-26	-18
O=C(/C=C/C(=O)NCc1ccccc1)NCc1ccccc1	5	0	-11	17	-6	0
CCOc1ccc(NC(=S)/N=C/C(C(=O)Nc2ccccc2C)=C(\C)O)cc1	2	-49	-26	-9	22	-20
CCCCCCCCCN1CCNC1=S	54	-10	1	71*	50	39
NC(=O)CC(N)c1nn[nH]n1 (stereo not drawn)	-32	-11	-25	-29	-20	-7
CN(C)C(=O)Sc1nnc(C(C)(C)C)o1	2	-6	-23	-7	4	-4
CC(=O)NC1=CC(=O)C=CC1=Nc1ccc(N(C)C)cc1C	30	-4	17	19	-18	7
COc1cccc2c1C(=O)c1c(O)c3c(c(O)c1C2=O)C[C@@](O)(/C(C)=N/NC(=O)NN)C[C@@H]3OC1CC(N)C(O)C(C)O1 (stereo partly drawn)	-6	3	-12	-11	10	8
O=C(c1ccco1)N(C(=S)N1CCN(c2ccccc2)CC1)c1ccccc1	-18	-24	-4	-35	-35	-80
N#CC1C=C(Cl)c2ccc(Cl)cc2N1C(=O)c1ccccc1 (stereo not drawn)	98*	99*	99*	99*	99*	99*
Nc1ccc2ccccc2c1-c1c(N)ccc2ccccc12	1	2	1	-2	-3	15
N=C(CC(=O)Nc1ccccn1)c1ccccc1	-21	-29	-32	-23	-17	1
Cc1ccc(N=C=C(c2ccccc2)c2ccccc2)cc1	67	59	48	66	71*	68
COc1ccc(C2(O)c3ccccc3C(=O)c3ccc(OC)cc32)cc1 (stereo not drawn)	-11	-11	15	4	-10	-3
CN(C)CCOC(=O)Nc1ccc(Cc2ccc(NC(=O)OCCN(C)C)cc2)cc1	9	-25	8	-2	8	-2
COC(=O)c1nc(N)n[nH]1	13	-17	-28	-6	4	6
CCN(CC)C1=CC(=O)OC1OC (stereo not drawn)	3	12	8	2	-4	-10
CCOC(=O)c1[nH]c(CC(=O)O)c(C(=O)OC)c1C	26	15	-4	19	7	8
CCOC(=O)c1cc([N+](=O)[O-])c[nH]1	4	-7	-27	2	54	-4
c1ccc(-c2nnc3nc(N4CCCC4)nc(N4CCCC4)n23)cc1	-5	-7	-21	-16	-1	-11
Cc1nc(Nc2ccccc2C)c2cnn(C)c2n1	28	-1	-54	14	9	23
O=C1c2ccccc2C(=O)c2c(O)cccc21	38	19	-23	17	36	56
C=CCCCN1C(=O)C2C3c4ccccc4C(C=O)(c4ccccc43)C2C1=O (stereo not drawn)	5	31	30	28	3	32
Cc1ccc(NC(=O)CSc2nnc(-c3ccc(N=Cc4ccc(Cl)cc4)cc3)o2)cc1	-16	-37	-60	12	19	2
N#CC(=C1c2ccccc2-c2ccccc21)c1ccccc1	3	7	-3	-2	-20	-14
O=C1C(=O)N(c2cc(Cl)ccc2Cl)C(=O)C(=O)C1c1nc2ccccc2s1	9	19	-19	0	-19	-8
Cc1ccc(C)c2nc3c(C)ccc(C)c3cc12	0	1	-26	13	14	22
CCCC(CCC)OC(=O)C(O)c1ccccc1 (stereo not drawn)	0	2	30	-1	10	-10
CCCCc1cccc2c1OCO2	-12	-1	-10	-8	37	-19
Cc1ccc(S(=O)(=O)N2CCC(C(N)=O)(c3ccccc3)CC2)cc1	9	-24	-4	-2	-5	-5
COc1ccc(NC(=O)/C(=C/n2c(=S)[nH]c3cc(C)ccc32)C(C)=O)cc1	9	-12	23	-18	5	-3
CCCCOC(=O)COc1ccc(OC)cc1	3	-22	-35	-13	6	-4
Cc1ccc(C2=C3CCCCC3c3cc(C)ccc32)cc1 (stereo not drawn)	0	-11	-42	-13	-16	-9
CCCn1cnc2c(NN=O)ncnc21	-9	-13	-23	-52	-45	-42
NC(CCCCCCCCCCP(=O)(O)O)C(=O)O (stereo not drawn)	-20	-42	-12	-76	-19	-40
CCOC(=O)NC(CC)NC(=O)OCC	9	-4	-67	-3	-26	-21
COC(=O)C(C(=O)C(=O)Nc1cccc(O)c1)c1nc2ccc(Cl)cc2[nH]c1=O (stereo not drawn)	-9	-4	3	-41	-14	-19
CC[N+](C)(C)c1ccccc1	74*	27	18	48	29	62
Other compounds:
SMILES	yeast bub3	yeast mec2-1	cln2 rad14	sgs1 mgt1	yeast mlh1 rad18	rad50
CC(C)=CCOc1cc(NC(=S)c2ccsc2C)ccc1Cl	-19	-25	-22	-34	-36	-41
COC1=CC(=O)OC(/C=C/c2ccccc2)(OC)C1=O (stereo not drawn)	-9	6	5	-1	2	0
CC1=C(C)C(C)(O)C1(C)N (stereo not drawn)	-14	-8	0	-9	-13	-13
CC(=O)c1cccc(NC(=O)N2CCN(c3ccccc3)CC2)c1	24	34	1	20	17	11
CC(C)(C)c1ccc(O)c(C2CCCCC2)c1	96*	100*	100*	100*	99*	99*
CSCC1(O)CCCCC1	18	-4	-23	-6	12	9
C/C=C(/C)C(=O)OC12CC(C)C3(O)C(C=C(CO)C[C@]4(O)C(=O)C(C)=CC34)C1C2(C)C (stereo partly drawn)	8	1	0	-13	1	16
OC(CN1CCCCC1)c1ccncc1 (stereo not drawn)	1	-25	-1	-8	1	0
CSc1nnc(CCC(=O)Nc2cc(Cl)c(Cl)cc2Cl)o1	4	10	-4	14	-5	7
CC(C)c1ccc(C=O)cc1	-9	31	-12	-22	11	18
CCN(CC)CC(Oc1ccccc1)C(=O)c1ccccc1 (stereo not drawn)	-11	-16	-30	5	-7	-10
O=C(O)C1C2CCC3C(C(=O)O)C3C21 (stereo not drawn)	12	19	-40	-5	-1	-3
O=C1c2cccc(O)c2C(=O)c2c(OC3OC(CO)C(O)C(O)C3O)cccc21 (stereo not drawn)	75*	24	34	78*	47	77*
CCN(CC)CCNC(Cc1ccccc1)c1cccc(OC)c1 (stereo not drawn)	-6	-30	19	0	14	-10
NC(=O)OCC1CCCCC1OC(N)=O (stereo not drawn)	-3	-17	-93	-14	-10	26
CCOC(=O)c1ccc(NC(=O)Nc2nnc(C)c(C)n2)cc1	10	14	6	2	17	40
Oc1c(Cl)cc(Cl)cc1C=Nc1cc(C(F)(F)F)ccc1Cl	77*	74*	55	92*	86*	92*
O=C(O)c1ccc(O)c(O)c1	-23	-12	-20	-10	-4	6
O=[N+]([O-])c1ccc(-[n+]2ccc3ccccc3c2)c([N+](=O)[O-])c1	78*	52	37	82*	82*	72*
Cc1ccc(S(=O)(=O)NC(=O)C#CCOC2CCCCO2)cc1 (stereo not drawn)	23	-1	14	-3	18	9

Results in cln2 rad14, yeast mec2-1 and yeast bub3 (2 entries from above):
SMILES	cln2 rad14	yeast mec2-1	yeast bub3
O=C1c2ccccc2C(=O)c2c(O)cccc21	-23	19	38
C=CCCCN1C(=O)C2C3c4ccccc4C(C=O)(c4ccccc43)C2C1=O (stereo not drawn)	30	31	5

Later entries
SMILES	yeast bub3	yeast mec2-1	cln2 rad14	sgs1 mgt1	yeast mlh1 rad18	rad50
CC1(C)C2(C(=O)O)C(=O)NC(=O)C12C(=O)O (stereo not drawn)	7	-14	-52	-8	-13	-7
O=[N+]([O-])c1ccccc1C=Nc1ccc2nc(SCc3ccccc3)sc2c1	-4	4	1	4	-17	8
O=[N+]([O-])c1ccc(-c2noc(-c3ccccc3)c2C2=NCCN2)cc1	8	-6	5	5	8	-10
Cc1cc(NC(=S)SCc2ccc3c(c2)OCO3)ccc1Br	91*	92*	87*	91*	90*	90*
CC(C)(C)C1CC[C@H]2c3c([nH]c4ccccc34)[C@H]3C(=O)N(c4ccc(F)cc4)C(=O)[C@H]3[C@H]2C1 (stereo partly drawn)	30	16	25	4	39	17
O=c1[nH]c2ccccc2nc1/C=C/c1ccccc1Cl	24	-4	-47	-6	-14	6
CC1=Nc2ccccc2N(C)/C1=C/C1=CC(=O)c2ccccc2C1=O	15	34	-2	34	29	29
COc1ccc2c(C)cc(N/N=C/c3ccc(C)s3)nc2c1	-39	-26	9	-19	-12	-23

One compound at a time, as listed above. Values in the order: yeast bub3 | yeast mec2-1 | cln2 rad14 | sgs1 mgt1 | yeast mlh1 rad18 | rad50
`O=[N+]([O-])c1ccc(-c2noc(-c3ccccc3)c2C2=NCCN2)cc1` in the list: 8 | -6 | 5 | 5 | 8 | -10
`CC1=Nc2ccccc2N(C)/C1=C/C1=CC(=O)c2ccccc2C1=O` in the list: 15 | 34 | -2 | 34 | 29 | 29
`CC1(C)C2(C(=O)O)C(=O)NC(=O)C12C(=O)O` (stereo not drawn) in the list: 7 | -14 | -52 | -8 | -13 | -7
